Source: PubChem
FLuc counter = firefly luciferase modulation, counter-screen for miR-21 project; P08659; purified FLuc, Km substrates, luminescence inhibition; Potency, µM (top dose mostly 57.5 µM), for the others: at the highest dose activity change, negative = inhibition, hits mostly inhibitors; 6.9% of 360,000 active; AID 588342;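 further: potency means the concentration at half of the fitted maximal effect; plate controls were vehicle for no effect and reference inhibitor for full effect; nearly all actives have a fitted effect of over 55% in size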
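Purified P. pyralis luciferase (10nM final) with 10uM D-luciferin and 10uM ATP (Km levels) in 50mM Tris acetate pH 7.5, 10mM Mg acetate, 0.01% Tween-20, 0.05% BSA; qHTS 6-point titration, ~60 µM downward; luminescence read.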
BRCA1 expr act = activators of BRCA1 expression | Potency, µM (highest dose often 46.1 µM), for inactives: at the highest dose activation, usual class: activators | MCF7-BRCA1-FFLuc reporter, luminescence, 48 h; response scale: scaled: vehicle 0%, 10 µM genistein 100% | 1.1% of 380,000 active; further: potency means the concentration at half of the fitted maximal effect; nearly all actives have a fitted effect of over 80% in size; some results filed as inactive show a strong effect at the top dose
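Cells: MCF7-BRCA1-FFLuc, 2000/well. Exposure: 48 h, 37 °C, 5% CO2. Read: luminescence, 15 min post-substrate. Controls: genistein 10 microM (maximal activation), DMSO (neutral).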
PKM2 act = increases activity of human pyruvate kinase M2; purified PKM2, Kinase-Glo ATP luminescence, activation; response scale: 0% is enzyme alone, no compound; Potency, µM (highest dose often 57.5 µM), without a hit: top-dose activation, hits mostly activators; 0.34% of 260,000 active; AID 1631; further: potency means the concentration at half of the fitted maximal effect; on the % scale 0 is the no-effect control and ±100 the full control effect; nearly all actives have a fitted effect of over 55% in size
Target sequence (P14618 whole entry, looked up): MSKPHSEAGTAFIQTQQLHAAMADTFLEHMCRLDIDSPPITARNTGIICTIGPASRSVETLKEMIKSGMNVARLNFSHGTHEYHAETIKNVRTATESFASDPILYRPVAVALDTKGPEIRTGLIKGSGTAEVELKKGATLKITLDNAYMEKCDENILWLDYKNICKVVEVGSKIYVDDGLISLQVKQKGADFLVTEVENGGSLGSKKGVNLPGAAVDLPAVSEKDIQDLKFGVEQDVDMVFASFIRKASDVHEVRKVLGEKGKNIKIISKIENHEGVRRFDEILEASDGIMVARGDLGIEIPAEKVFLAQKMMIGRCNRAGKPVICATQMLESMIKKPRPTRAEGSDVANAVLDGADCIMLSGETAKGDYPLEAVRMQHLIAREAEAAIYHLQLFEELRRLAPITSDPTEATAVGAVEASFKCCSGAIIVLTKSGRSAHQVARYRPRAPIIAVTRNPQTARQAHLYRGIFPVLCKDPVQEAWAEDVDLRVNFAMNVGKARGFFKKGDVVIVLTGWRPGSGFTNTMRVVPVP
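ATP formation by purified human PK-M2, quantified via coupled luciferase luminescence after 1 h at room temperature with 0.1 mM ADP and 0.5 mM PEP final.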
RORg inh = inhibitors of mouse ROR gamma transcriptional activity; P51450; Drosophila S2 Gal4-RORgamma UAS-luciferase reporter, 20 h; Potency, µM (top dose mostly 53.6 µM), for the others: at the top dose activity change, negative = inhibition, usual class: inhibitors; 5.4% of 310,000 active; AID 2551; further: potency means the concentration at half of the fitted maximal effect; on the % scale 0 is the no-effect control and ±100 the full control effect; nearly all actives have a fitted effect of over 60% in size
Target sequence (P51450 whole entry, looked up, the tested form may be a part): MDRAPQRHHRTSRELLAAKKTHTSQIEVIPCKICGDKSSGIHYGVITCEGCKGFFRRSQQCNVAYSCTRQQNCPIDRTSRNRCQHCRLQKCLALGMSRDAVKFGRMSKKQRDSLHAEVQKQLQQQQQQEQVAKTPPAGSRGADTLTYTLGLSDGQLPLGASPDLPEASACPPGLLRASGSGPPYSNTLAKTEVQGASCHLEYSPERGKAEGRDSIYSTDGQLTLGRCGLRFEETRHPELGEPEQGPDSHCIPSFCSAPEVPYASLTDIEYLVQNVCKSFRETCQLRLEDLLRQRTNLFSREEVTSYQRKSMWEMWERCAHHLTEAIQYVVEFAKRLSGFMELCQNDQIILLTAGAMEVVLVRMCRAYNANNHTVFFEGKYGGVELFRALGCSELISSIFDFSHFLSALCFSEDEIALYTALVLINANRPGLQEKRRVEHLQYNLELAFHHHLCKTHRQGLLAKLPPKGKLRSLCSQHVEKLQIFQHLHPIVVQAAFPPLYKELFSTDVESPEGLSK
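Stably transfected Drosophila Schneider cells are the test system, with ROR gamma fused to Gal4 and luciferase under UAS control; luminescence is read after 20 hr of 700 uM copper sulfate induction at ambient temperature.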
Giardia killer = kills Giardia lamblia | AID 540267 | 0.15% of 340,000 active | activity change, % at 7.66 µM, hits read low | Giardia lamblia trophozoite viability; in the data active means activity change below about -80%; inconclusive means between about -30% and that limit;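 further: parasites exposed to compound for two days anaerobically before the ATP read; on the % scale 0 is the no-effect control and ±100 the full control effect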
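Giardia trophozoites, 100 cells per well, were exposed to compounds for 48 hrs at 37 deg C under anaerobic conditions; viability was then read as ATP content by bioluminescence after 15-30 min at room temperature.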
p53 reactivation = mutant p53 re-activation in reporter cells; Potency, µM (titrated, usually from 92.2 µM), for inactives: at the top dose activity change, positive = activation, usual class: activators; H1299 p53-A138V BP100-luciferase reporter, luminescence, 24 h; 0.063% of 320,000 active; AID 504706; further: potency means the concentration at half of the fitted maximal effect; % of control where 0% means no effect; nearly all actives have a fitted effect of over 45% in size
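p53-null H1299 cells stably carrying temperature-sensitive p53-A138V and a BP100-luciferase reporter were pinned with compounds (4-point, 1:5 series) and held 24 hrs at 37 deg C. Luminescence was read 10 min after detection reagent.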
NPC1 promoter act = NPC1 promoter activation. Huh7 NPC1 promoter luciferase reporter, 24 h. Potency, µM (titrated, usually from 9.22 µM), for the others: top-dose activation, usual class: activators. 2.4% of 320,000 active. AID 485313;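 further: potency means the concentration at half of the fitted maximal effect; % of control where 0% means no effect; nearly all actives have a fitted effect of over 60% in size; reporter is driven by a mutant NPC1 promoter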
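In 1536-well qHTS, Huh7 cells harboring an NPC1 promoter–luciferase construct received compound for 24 h; activation was quantified by luminescence following luciferase reagent addition.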
VP16 counter = inhibits Gal4-VP16 luciferase reporter, ROR gamma counter-screen. Drosophila S2 Gal4-VP16 UAS-luciferase, luminescence, 20 h. Potency, µM (titrated, usually from 53.6 µM), inactives show top-dose activity, negative = inhibition, usual class: inhibitors. 3.5% of 310,000 active. AID 2546;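 further: Gal4-VP16 expression switched on by copper sulfate through the metallothionein promoter; potency means the concentration at half of the fitted maximal effect; on the % scale 0 is the no-effect control and ±100 the full control effect; nearly all actives have a fitted effect of over 50% in size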
ELG1 genotox = inducers of genotoxicity in HEK293T ELG1-luciferase cells. HEK293T ELG1-luciferase reporter, luminescence, 16 h. Potency, µM (highest dose often 46 µM), inactives show at the highest dose activity change, positive = activation, hits mostly activators. 1.3% of 330,000 active; further: potency means the concentration at half of the fitted maximal effect; % of control where 0% means no effect; nearly all actives have a fitted effect of over 60% in size
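Genotoxicity was scored as increased ELG1-luciferase reporter signal, measured by ONE-Glo luminescence (30 min, room temperature). Compound or vehicle exposure of the HEK293T reporter cells lasted 16 hr at 37°C.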
Menin MLL FP TR = displaces Texas Red mutant MLL peptide from human menin | O00255 | Menin + Texas Red MLL mutant peptide, fluorescence polarization | Potency, µM (doses to about 61.6 µM), for inactives: at the top dose FP activity change, negative = inhibition, usual class: inhibitors | 0.23% of 270,000 active; active means well fitted inhibition curve with a large enough effect in the polarisation, with a control signal flat, not every such curve was filed as active; inconclusive means small, poorly fitted or top-dose-only effect, or effect the other way, or a change in a side signal; inactive means no such curve, though single readings can be large or run the other way; the % refers to the polarisation; further: potency means the concentration at half of the fitted maximal effect; % of control where 0% means no effect; many of its hits are not listed in these tables
Rab9 promoter act = activators of Rab9 promoter | Huh7 Rab9 promoter-luciferase reporter, luminescence, 24 h | 2.8% of 320,000 active | AID 485297 | Potency, µM (doses to about 9.22 µM), without a hit: top-dose activation, negative = inhibition, usual class: activators; further: potency means the concentration at half of the fitted maximal effect; % of control where 0% means no effect; nearly all actives have a fitted effect of over 60% in size
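Luminescence read-out: Huh7 cells stably expressing Rab9-luciferase, treated 24 h with compound at 37 °C, then lysed with luciferase reagent for 10 min at ambient before reading.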
* marks the source's active call; other numbers are inactive results; ? = inconclusive; . = not tested or not shown; [ ] = another dose, or the depositor's remark. Unless noted, the call rests on the fitted dose curve; in most records, active means well fitted curve in the direction sought with a large enough effect; inconclusive means small, poorly fitted or top-dose-only effect, or another doubt; inactive means no such curve, though single readings can be large; an effect the other way counts as inactive or inconclusive. Only part of the results is shown; the hit share may differ from the screen's.

SMILES	FLuc counter	BRCA1 expr act	PKM2 act	RORg inh	Giardia killer	p53 reactivation	NPC1 promoter act	VP16 counter	ELG1 genotox	Menin MLL FP TR	Rab9 promoter act
Cc1ccc2[nH]c(CCN(C)C)c(CN3CCOCC3)c2c1	-2%	-12%	.	.	24	-5%	-2%	.	1%	.	0%
O=C(c1ccc2nccnc2c1)N1CCN(c2cccc(C(F)(F)F)c2)CC1	-1%	-19%	.	.	-8	-12%	-6%	.	0%	.	-3%
Cc1ccnc(NS(=O)(=O)c2ccc(NC(=O)Cc3ccc(Cl)cc3)cc2)n1	-1%	1%	.	6%	-9	0%	4%	5%	2%	18%	-9%
O=C(Cn1c(=O)n(CCC(=O)N2CCc3ccccc3C2)c(=O)c2ccccc21)NCC1CCCO1 (configuration not stated)	-2%	-4%	8%	-5%	-18	-7%	-3%	-4%	-4%	-11%	-1%
O=C(CN1CCN(c2ccccn2)CC1)N1CCc2ccccc21	6%	34%	-16%	1%	-6	12%	-1%	8%	0%	-5%	-3%
CC1=C([N+](=O)[O-])C(c2ccc3c(c2)OCO3)N(C)C(=O)N1C (configuration not stated)	7%	-16%	0%	-29%	-10	.	1%	14%	3%	12%	0%
O=C(Nc1cccnc1)c1cccc(S(=O)(=O)N2CCCC2)c1	-2%	-27%	3%	?	-25	0%	-6%	20%	0%	?	-2%
CS(=O)(=O)N1CCC(C(=O)Nc2ccccc2Sc2ccccc2)CC1	-1%	1%	2%	?	-3	9%	1%	5.6µM*	0%	?	-3%
Cc1cc(NC(=O)c2ccc(NC(=O)CC(C)C)cc2)no1	-14%	13%[1.84 µM]	-12%	34%	4	4%	11%	12%	2%	4%	-3%
COc1ccc(OCC(=O)Nc2ccccc2Cl)cc1	3%	-13%	5%	15%	-5	-1%	2%	5%	-3%	1%	3%
COc1ccc(-c2c(-c3ccc4c(c3)OCO4)noc2C)cn1	21µM*	0%	0%	-24%	-2	9%	-2%	6%	8%	9%	-7%
COc1ccccc1-n1c(SCC(=O)Nc2cc(C)on2)nc2c([nH]c3ccccc32)c1=O	0%	-60%	.	0%	17	-3%	-3%	7%	-8%	.	1%
CC(NC(=O)C(C)N1c2cccc3cccc(c23)S1(=O)=O)c1ccccc1 (configuration not stated)	0%	0%	.	17%	-14	-8%	-3%	-15%	-14%	-3%	1%
O=C(NCCCN1CCCC1=O)c1ccc(S(=O)(=O)Nc2ccccc2F)cc1	-1%	-14%	.	.	-10	-1%	-2%	.	-1%	.	-7%
C[C@H](NC(=O)c1nc[nH]c1C(=O)N[C@@H](Cc1ccccc1)C(=O)OC(C)(C)C)C(=O)OCc1ccccc1	6%	-2%	1%	7.9µM*	10	.	-1%	?	-1%	-5%	-2%
C/C(=N\Nc1ccc(S(N)(=O)=O)cc1[N+](=O)[O-])c1cccnc1	0%	-12%	.	-14%	-26	-1%	0%	1%	11%	-23%	-4%
O=C(NC(Cc1c[nH]c2ccccc12)C(=O)O)/C(=C\c1ccccc1)NC(=O)c1ccccc1 (configuration not stated)	0%	1%	.	0%	-1	-3%	-3%	4%	?	7%	1%
COCc1cc(=O)[nH]c(Cc2c(Cl)cccc2Cl)n1	-1%	20%	.	-7%	-4	-1%	0%	3%	1%	4%	2%
O=C(/C=C/Nc1ccc(F)c(F)c1)c1ccc(Br)cc1	1.5µM*	?	-10%	10%	-2	?	2µM*	-6%	?	-26%	2.5µM*
CC[C@@H](C)[C@H](CNC)NC[C@@H](Cc1cccc2ccccc12)NCCc1cccc(C(F)(F)F)c1	0%	-92%[inhibitor]	-2%	13µM*	-9	.	5%	?	-13%	32µM*	-2%
Cc1ccccc1Cn1c(=N)n(CC(=O)c2ccco2)c2ccccc21	1%	-36%	-3%	-3%[10 µM]	-7	-7%	-1%	-3%	-12%	-6%	-4%
COc1ccc(-c2ccc(-c3noc(-c4ccccc4)n3)c(OC)n2)cc1	-18%	37%	1%	-10%	16	7%	-3%	-22%	?	3%	2%
CN1/C(=C\C(=O)CSc2nnc(N)s2)C(C)(C)c2ccccc21	-17%	2%	-2%	?	-24	-1%	-3%	-24%	-4%	11%	-4%
O=C1Nc2ccc([N+](=O)[O-])cc2C1(O)N1CCCCC1 (configuration not stated)	-1%	12%	-1%	?	-8	1%	-3%	-3%	0%	-13%	-3%

Some values from the entries so far:
Giardia killer, CN1/C(=C\C(=O)CSc2nnc(N)s2)C(C)(C)c2ccccc21 = -24
BRCA1 expr act, C[C@H](NC(=O)c1nc[nH]c1C(=O)N[C@@H](Cc1ccccc1)C(=O)OC(C)(C)C)C(=O)OCc1ccccc1 = -2%

More structures follow.
SMILES	FLuc counter	BRCA1 expr act	PKM2 act	RORg inh	Giardia killer	p53 reactivation	NPC1 promoter act	VP16 counter	ELG1 genotox	Menin MLL FP TR	Rab9 promoter act
CCOc1ccc(C(=O)C(C)OC(=O)C2CCN(c3ccc(C(F)(F)F)cn3)CC2)cc1 (configuration not stated)	-1%	-37%	.	.	14	-2%	-1%	.	18µM*	.	-1%
O=C(O)CCCCCNc1ncnc2ccc(Br)cc12	1%	-25%	3%	6%	-14	-2%	3%	0%	-12%	-7%	0%
CCOC(=O)C1CCN(c2c(N3CCN(c4ccccc4OC)CC3)c(=O)c2=O)CC1	3%	0%	-2%	-9%	-2	-8%	-2%	-3%	1%	-1%	-12%
Cc1ccc(CS(=O)Cc2ccc(C(=O)N3CCN(c4ccc(F)cc4)CC3)o2)cc1 (configuration not stated)	1%	-11%	.	15%	23	6%	-5%	3%	-5%	3%	-1%
CCOC(=O)C(C)Sc1nnc(-c2ccccc2O)n1-c1ccc(C)cc1 (configuration not stated)	-1%	0%	13%	3.2µM*	-27	-7%	0%	5.6µM*	-4%	-5%	-5%
Cc1ccc(N(C)C(=O)CN(C)S(=O)(=O)c2ccc3c(c2)n(C)c(=O)c(=O)n3C)cc1	-2%	7%	.	-7%	-2	-4%	0%	-4%	-1%	-4%	2%
CC(C)n1c(=O)n(CC(=O)NCC2CCCO2)c(=O)c2c3c(sc21)COC(C)(C)C3 (configuration not stated)	1%	19%	.	12%	-10	7%	0%	4%	1%	.	0%
CCOc1c(C)cnc2c1c(=O)n(Cc1cccc(Cl)c1)c(=O)n2C	-2%	-24%	0%	41%	-23	11%	-5%	?	0%	-6%	4%
COc1ccc2cc(C(=O)COC(=O)COc3ccc4c(C)cc(=O)oc4c3)ccc2c1	-1%	1%	-8%	20%	3	1%	6%	?	2%	-6%	1%
O=C(CSc1ccc2nnc(-c3cccnc3)n2n1)Nc1cccc(F)c1	1%	-15%	0%	-8%	1	4%	0%	2%	6%	.	-1%
COc1ccccc1CC(=O)Nc1cc(Cl)ccc1O	0%	-1%	1%	?	6	4%	-1%	-5%	-2%	?	-6%
N#Cc1cc2c(nc1SCC(=O)Nc1nccs1)CCCCC2	0.67µM*	15%	0%	?	?	?	0.28µM*	?	0.12µM*	?	0.28µM*
CC(C)N=C(NS(=O)(=O)c1ccc(Br)cc1)c1ccc(Cl)cc1	1%	-22%	1%	1%	-7	3%	-4%	3%	-1%	4%	-8%
CC1CCC(NC(=O)c2ccc(/C=C3\Oc4ccccc4N(C)C3=O)cc2)CC1 (configuration not stated)	-5%	.	20%	-40%	.	?	0%	-10%	0%	-16%	0%
CCCCNC(=O)COC(=O)c1ccc(N(C)C)cc1	4%	2%	0%	3%	-17	-1%	0%	-6%	2%	0%	-3%
NC(=O)C1(N2CCCCC2)CCN(c2nc(-c3ccc(Br)cc3)cs2)CC1	0%	-78%	-2%	8%	4	5%	0%	11%	-2%	26%	-2%
CN(C)S(=O)(=O)c1ccc(C(=O)Nc2nnc(SCC(=O)NCC3CCCO3)s2)cc1 (configuration not stated)	-1%	17%	4%	0%	-30	6%	2%	1%	5%	.	2%
CCN(CC(=O)Nc1ccccc1OC)C(=O)Cn1cnc2ccccc2c1=O	-1%	-8%	1%	7%	2	7%	-1%	0%	4%	19%	0%
O=C(CSc1nnc(CNc2cccc(Cl)c2)o1)OC1CCCCC1	1%	1%	1%	-4%	-5	2%	1%	-1%	0%	-5%	1%
COc1ccc(CCNC(=O)CSc2nc3[nH]ncc3c(=O)n2-c2ccccc2Br)cc1OC	-2%	-5%	-1%	10%	1	-1%	-2%	-1%	1%	2%	-1%
CCOC(=O)c1c(-c2ccc(OC)cc2)csc1/N=C/C1C(=O)CCCC1=O	?	-52%	2%	3.2µM*	31[activator]	-9%	-7%	?	1%	10%	-2%
CCCCNC(=O)[C@H](Cc1c[nH]c2ccccc12)NC(=O)c1ccccc1Cl	-3%	-23%	5%	24%	-25	2%	-1%	-6%	-2%	10%	-1%
Cc1ccccc1OCC(=O)Nc1ccc(N2CCN(C(=O)c3ccco3)CC2)cc1	-1%	-32%	2%	?	0	-5%	-3%	-2%	-21%	-22%	-8%
